From PubChem BioAssay
TR SRC2 fluor cs: Total Fluorescence Counterscreen for Inhibitors of the Interaction of Thyroid Hormone Receptor and Steroid Receptor Coregulator 2; Potency, µM (doses to about 106 µM), for the others: top-dose fluorescence change, negative = quenching; TRb/SRC2 Texas Red total fluorescence interference; 280,000 tested, 0.29% active; active means well fitted curve in either direction with a large enough effect; inconclusive means small, poorly fitted or top-dose-only effect
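Flags fluorescent or light-absorbing compounds by total fluorescence, S + 2P, at 555 nm excitation and 632 nm emission. Mixture: 20 nM Texas Red SRC2 peptide, 0.6 uM human TRb LBD, 1 uM T3, 5% DMSO; compound exposure 5 h at ambient temperature.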
aGal spleen mod: qHTS Assay for Inhibitors and Activators of Human alpha-Galactosidase From Spleen Homogenate; Alpha-galactosidase A (Homo sapiens), P06280; human spleen homogenate, 4MU-alpha-Gal fluorescence, 40 min; Potency, µM (top dose mostly 80 µM), inactives show at the highest dose activity change, negative = inhibition, most hits filed as inhibitors; 240,000 tested, 0.008% active;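 further: 0% = enzyme with vehicle and -100% = no enzyme basal signal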
Target sequence (P06280 32-429 limits assumed): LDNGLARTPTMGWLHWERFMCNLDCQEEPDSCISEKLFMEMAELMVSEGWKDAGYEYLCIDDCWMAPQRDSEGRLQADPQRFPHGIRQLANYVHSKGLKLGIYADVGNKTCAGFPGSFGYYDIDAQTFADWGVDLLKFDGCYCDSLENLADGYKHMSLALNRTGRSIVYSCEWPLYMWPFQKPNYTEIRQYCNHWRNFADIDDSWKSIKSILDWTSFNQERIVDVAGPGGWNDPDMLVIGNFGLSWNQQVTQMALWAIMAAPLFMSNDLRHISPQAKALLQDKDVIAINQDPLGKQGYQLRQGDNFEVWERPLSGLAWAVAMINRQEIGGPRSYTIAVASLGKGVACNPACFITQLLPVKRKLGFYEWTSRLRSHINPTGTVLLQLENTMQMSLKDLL
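Spleen homogenate 1 ug + cpd (titration) + 4-MU-alpha-D-galactopyranoside 1 mM; 37C 40 min; 50 mM citrate/phosphate pH 5.0, 0.01% Tween-20; stop pH 10; fluorescence 365/440; AC50 via Hill.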
ALDH1A1 block: qHTS Assay for Inhibitors of Aldehyde Dehydrogenase 1 (ALDH1A1) | Purified ALDH1A1, NADH fluorescence, propionaldehyde substrate | 220,000 tested, 7.3% active | Potency, µM (top dose mostly 75.3 µM), without a hit: top-dose activity, negative = inhibition, hits mostly inhibitors | AID 1030, 2008; active means well fitted inhibition curve with a large enough effect, not every such curve was filed as active; inconclusive means small, poorly fitted or top-dose-only effect, or another doubt; inactive means no such curve, though single readings can be large or run the other way;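 further: plate controls were no enzyme wells and a reference inhibitor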
Tau fluor cs: Counterscreen qHTS for Inhibitors of Tau Fibril Formation, Fluorescence Polarization. tau K18 P301L Alexa594 fluorescence, heparin fibrillization. Potency, µM (series often up to 57.7 µM), for inactives: at the highest dose activity change, negative = decrease. 280,000 tested, 0.93% active. AID 1463, 2008; further: nearly all actives have a fitted effect of over 55% in size
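Human K18 P301L tau (15 uM unlabeled plus 0.24 uM Alexa 594-labeled, final) in 100 mM sodium acetate pH 7 was mixed with compound and 20 uM heparin and incubated 6 hr at 37 C.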
L3MBTL1 inh: qHTS Assay for the Inhibitors of L3MBTL1 | Lethal(3)malignant brain tumor-like protein 1 (Homo sapiens), Q9Y468 | AlphaScreen L3MBTL1–H3K9me1 peptide binding | Potency, µM (titrated, usually from 57.1 µM), for the others: at the top dose activity, negative = inhibition, actives largely listed as inhibitors | 230,000 tested, 0.66% active | AID 485360, 2010; further: nearly all actives have a fitted effect of over 60% in size
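First, the protein-peptide complex forms for 30 min at room temperature (L3MBTL1 50 nM, biotinylated H3K9me1 peptide 75 nM). Next, compounds are pin-transferred and incubated 30 min. Finally, AlphaScreen beads are added and read after 30 min.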
TRb-SRC2 inh: qHTS for Inhibitors of the Interaction of Thyroid Hormone Receptor and Steroid Receptor Coregulator 2; AID 1469, 2008; 280,000 tested, 0.065% active; Potency, µM (titrated, usually from 106 µM), for inactives: at the highest dose activity change, negative = inhibition, usual class: inhibitors; TRbeta-SRC2 peptide binding, fluorescence polarization; receptor liganded with 1 µM T3;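 further: plate controls were bound peptide for no effect and peptide without receptor for full effect; nearly all actives have a fitted effect of over 50% in size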
Target sequence (P10828 whole entry, looked up): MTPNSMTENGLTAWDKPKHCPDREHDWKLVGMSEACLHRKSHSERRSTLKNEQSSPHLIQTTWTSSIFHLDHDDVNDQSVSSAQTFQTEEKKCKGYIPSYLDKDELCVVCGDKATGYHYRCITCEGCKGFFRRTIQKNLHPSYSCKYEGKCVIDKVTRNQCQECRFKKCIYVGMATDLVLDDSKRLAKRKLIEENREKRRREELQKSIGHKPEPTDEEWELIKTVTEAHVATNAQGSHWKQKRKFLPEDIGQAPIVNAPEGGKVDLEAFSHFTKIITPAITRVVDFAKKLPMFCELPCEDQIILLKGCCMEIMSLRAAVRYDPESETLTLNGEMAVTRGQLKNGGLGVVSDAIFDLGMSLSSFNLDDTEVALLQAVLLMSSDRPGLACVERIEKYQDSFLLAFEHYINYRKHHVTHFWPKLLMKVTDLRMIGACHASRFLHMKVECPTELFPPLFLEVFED
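Fluorescence polarization of 20 nM Texas Red SRC2 peptide with 0.6 uM human TRb ligand-binding domain, in Tris buffer with 1uM T3 and 5% DMSO. Incubated 5 hr ambient; normalized to unbound and bound controls.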
Tau fibril FP: qHTS for Inhibitors of Tau Fibril Formation, Fluorescence Polarization | AID 1468, 2008 | K18 P301L tau heparin fibrillization, Alexa594 FP, 6 h | Potency, µM (doses to about 57.7 µM), without a hit: at the top dose activity, negative = inhibition, hits mostly inhibitors | 280,000 tested, 0.39% active; further: nearly all actives have a fitted effect of over 55% in size
Target sequence (P10636 561-689 P618L limits assumed): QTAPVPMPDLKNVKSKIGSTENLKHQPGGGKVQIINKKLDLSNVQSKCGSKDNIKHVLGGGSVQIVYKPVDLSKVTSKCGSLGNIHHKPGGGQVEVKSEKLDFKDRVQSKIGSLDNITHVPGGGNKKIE
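Steps: dispense K18 P301L tau (15 uM plus 0.24 uM Alexa 594 tracer, final) in pH 7 sodium acetate; add compound; add heparin (20 uM final); incubate 6 hr, 37 C; add ThT (30 uM final); after 1 hr ambient, read FP.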
Tau fibril ThT: qHTS for Inhibitors of Tau Fibril Formation, Thioflavin T Binding; Microtubule-associated protein tau (Homo sapiens), P10636; AID 1460, 2008; recombinant tau K18 P301L (four-repeat tau fragment), heparin-induced fibrillization, ThT fluorescence; 270,000 tested, 2.1% active; Potency, µM (top dose mostly 57.4 µM), for the others: at the highest dose activity, negative = inhibition, most hits filed as inhibitors; further: nearly all actives have a fitted effect of over 55% in size
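K18 P301L tau (15 uM + 0.24 uM Alexa 594-tagged), heparin 20 uM, NaOAc pH 7, 6 h 37 C; ThT 30 uM, 1 h RT, ex 450/em 510 nm.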
An asterisk follows results filed as active; ? = inconclusive; / = no result given; & = joins results of further samples; [ ] = remark or other dose. Unless noted, the call rests on the fitted dose curve; in most records, active means well fitted curve in the direction sought with a large enough effect; inconclusive means small, poorly fitted or top-dose-only effect, or another doubt; inactive means no such curve, though single readings can be large; an effect the other way counts as inactive or inconclusive. Unless noted, on the % scale 0 is the no-effect control and ±100 the full control effect; potency means the concentration at half of the fitted maximal effect. An unsorted share of the library. About 8.5% of those tested had a hit in this group.

Under each structure – L3MBTL1 inh	Tau fluor cs	Tau fibril ThT	TR SRC2 fluor cs	ALDH1A1 block	Tau fibril FP	aGal spleen mod	TRb-SRC2 inh
> COc1ccc(-c2cc(C(F)(F)F)n3nc(C(=O)N4CCCCC4)cc3n2)cc1OC
    15%	-8%	?	-3%	-11%	4%	-1%	-10%
> O=C(O)/C(=C\c1ccc(Cl)cc1)c1ccc(F)cc1
    1%	3%	-3%	-5%	20%	12%	-8%	1%
> CCN(CC)c1ccc(C=C(c2nnnn2-c2ccc(C)cc2)c2nnnn2-c2ccc(C)cc2)cc1
    3%	-15%	-8%	1%	?	4%	-12%	1%
> COc1cccc(NC(=O)/C(C#N)=C/c2ccc(-c3ccc(C)cc3)o2)c1
    /	?	?	1%	/	?	/	-9%
> O=C(CSc1n[nH]c(-c2ccc(F)cc2)n1)N1CCN(c2ccc(F)cc2)CC1
    /	-28%	?	-1%	/	-4%	/	-12%
> Cc1ccc(S(=O)(=O)c2c(N)n(NC(=O)c3ccco3)c3nc4ccccc4nc23)cc1
    3%	-11%	-9%	3%	?	-3%	-19%	-1%
> O=[N+]([O-])c1ccc(Oc2ccc(S(=O)(=O)N3CCCCC3)cc2)cc1
    1%	-15%	-1%	-3%	?	16%	-3%	-3%
> CCCCCC(=O)Nc1cc(N(C)C)nc2ccccc12
    /	-16%	-14%	0%	?	-13%	?	7%
> CC(=O)c1c(COC(=O)c2ccncc2)nc2ccccc2[n+]1[O-]
    35µM*	-12%	-12%	-2%	?	?	16%	-8%
> COc1cccc(OC(=O)c2cc3ccccc3oc2=O)c1
    17%	-14%	?	-3%	4%	-2%	-14%	-8%
> CN1CCN(C(CNC(=O)c2ccccc2)c2ccc3c(c2)OCO3)CC1 (stereo not given)
    /	-11%	7%	-2%	/	-8%	/	9%
> Cc1ccc(NC(=O)C(OC(=O)c2ccc(C=O)cc2)c2ccccc2)cc1Cl (stereo not given)
    -14%	10%	9%	-2%	0%	5%	-12%	18%
> CCOC(=O)c1cc(Sc2ccccc2N)cc(C(=O)OCC)n1
    -6%	-5%	0%	1%	?	0%	2%	6%
> CN(CC(=O)Nc1ccc(F)cc1)C(=O)COc1ccc(C(=O)c2ccccc2)cc1
    2%	-25%	-5%	3%	1%	?	2%	-2%
> Cn1ncc(Br)c1C(=O)Nc1ccc(F)cc1F
    4%	-1%	1%	-3%	8%	0%	1%	12%
> COc1ccccc1NC(=O)Cn1c(=O)n(-c2cccc(Cl)c2)c(=O)c2c1c1cc(C)ccc1n2C
    /	-9%	0%	-2%	/	-9%	/	2%
> CC(C)NC(=O)c1ccc2c(=O)n(CC3CCCO3)c(=S)[nH]c2c1 (stereo not given)
    /	-4%	0%	-6%	1.4µM*	4%	-2%	-8%
> CCn1c(C)c(C(C)=O)c(SC)nc1=S
    /	-6%	-7%	3%	12%	-2%	-4%	-1%
> CCN1CCN(C(=O)c2ccc(Cn3c(=O)[nH]c4cc(OC)c(OC)cc4c3=O)cc2)CC1
    /	-13%	-6%	-2%	?	0%	9%	-14%
> Cc1ccc(S(=O)(=O)c2ccc(NN)cc2)cc1
    3%	?	?	-1%	?	2%	8%	8%
> CC(=O)OCC1OC(C#CCCCc2ccccc2)C=CC1OC(C)=O (stereo not given)
    /	-20%&-12%[11.6 µM]	-23%&-22%[11.5 µM]	-5%&-1%[11.2 µM]	?	-9%&-5%[11.6 µM]	0%&16%[17.5 µM]	-3%&1%[11.2 µM]
> Cc1ccc(Sc2c(CO)c(-c3ccccc3)nn2C)cc1
    /	-19%	-13%	-7%	-1%	3%	9%	-7%
> COc1ccc(/C(C)=N/NC(=O)CCC(=O)Nc2ccc(Cl)cc2Cl)c(OC)c1
    -10%	-7%	-14%	-2%	3%	7%	-3%	-2%
> CCc1cccc(CC)c1N(COC)C(=O)Cn1c(CC)nc2ccccc21
    /	-5%	-9%	-3%	/	6%	/	8%
> O=C(NCCn1cc(SCc2ccc(F)cc2)c2ccccc21)c1cccs1
    /	7.9µM*[quencher]	?	-20%	/	-5%	/	5%
> CCC(CC)c1nnc(NC(=O)C2CC(=O)N(c3ccc4c(c3)OCCO4)C2)s1 (stereo not given)
    ?	0%	3%	-4%	5%	9%	0%	7%
> COc1ccc(Oc2cccc(Cl)c2CNC(=O)CSCC(=O)O)cc1
    -1%	-14%	-4%	-7%	8%	5%	5%	1%
> CC(C)(O)C(=O)NN(C(=O)c1ccccc1)c1cccc(Br)c1
    2%	-2%	-6%	-3%	7%	6%	-3%	-8%
> CC(C(=O)Nc1cccc(S(=O)(=O)N2CCOCC2)c1)N1CCN(c2ccc(F)cc2)CC1 (stereo not given)
    /	-19%	-11%	4%	-6%	6%	-2%	3%
> CCOC(=O)c1noc(C)c1C(=O)Nc1nc(C)cc(C)n1
    /	-6%	-5%	1%	20µM*	1%	-4%	-5%
> COc1cccc(CNC(=O)Cn2nc(N3CCN(c4ccccc4OC)CC3)ccc2=O)c1
    /	-12%	-16%	-2%	/	3%	/	0%
> C=CCNc1oc(-c2cccs2)nc1C#N
    /	-16%	-7%	-4%	?	-2%	18%	-20%
> O=C(NCc1cn2ccsc2n1)c1cccc(C(F)(F)F)c1
    /	-5%	-12%	2%	9%	1%	2%	-3%
> CSC1=NCCN1C(=O)Cc1ccc(Cl)cc1
    /	-3%	-2%	-2%	-9%	4%	17%	-10%
> COc1cc(NC(=O)C2=C(C)Nc3nnnn3C2c2ccc(SC)cc2)c(OC)cc1Cl (stereo not given)
    /	?	-5%	-16%	/	?	/	3%
> CCOc1ccc2ccccc2c1C(=O)N1CCOCC1
    10%	0%	-5%	1%	?	0%	-4%	9%
> COCCCNC(=O)c1cccc(NC(=O)c2ccccc2)c1
    5%	2%	4%	0%	14%	12%	-4%	-3%
> CC(=O)Nc1ccccc1-c1nc2ccc(C(=O)N3CCN(c4ccccc4)CC3)cc2[nH]c1=O
    11%	-3%	8%	1%	28µM*	-10%	7%	5%
> COc1ccccc1NC(=O)COc1ccc(C(=O)NC2CCCc3ccccc32)cc1OC (stereo not given)
    7%	0%	3%	0%	1%	-14%	0%	-4%
> O=C(O)CC1(CC(=O)NCc2ccncc2)CCCCC1
    -7%	5%	4%	0%	?	0%	-1%	8%
> Cc1ccc(C)c(N2C(=O)N(C)c3ccccc3S2(=O)=O)c1
    /	-26%	-11%	-5%	/	-9%	/	-4%
> CCOc1ccc(C(=O)C[n+]2ccccc2C)cc1
    7%	-2%	-4%	0%	14%	-12%	1%	1%
> CC(C)CCn1c(SCC(=O)N2CC(=O)Nc3ccccc32)nc2scc(-c3cccs3)c2c1=O
    /	-25%	-11%	-9%	-4%	10%	-5%	-12%
> COc1ccc(CNn2c(-c3ccccc3F)nc3ccccc3c2=O)cc1OC
    /	-11%	-15%	0%	7%	-1%	-2%	2%
> COc1ccc(NS(=O)(=O)c2cc(NC(=O)c3ccco3)ccc2N2CCCC2)cc1
    -15%	?	?	0%	?	14%	-4%	2%
> COc1ccc(NC(=O)CN2CCCCC2)c([N+](=O)[O-])c1
    -3%	-11%	-15%	1%	7%	-1%	2%	-5%
> CSc1ncc2ncn(C3OC(CO)C(O)C3O)c2n1 (stereo not given)
    2%	-1%	-1%	-5%	6%	-2%	4%	-1%
> CCc1cccc(C)c1NC(=S)NCC(c1cccnc1)N(C)C (stereo not given)
    /	-2%	-4%	-4%	5%	-6%	0%	1%
> CCc1ccc(S(=O)(=O)c2cn(C)c3cc(N4CCN(CC)CC4)c(F)cc3c2=O)cc1
    /	1%	1%	-18%	/	1%	/	1%
> O=C(O)CSCC(=O)N1CCCCC1
    3%	-6%	-8%	0%	-8%	-2%	-2%	7%
> CCOc1cccc2sc(N(CCN(CC)CC)C(=O)c3ccc(S(=O)(=O)N4CCCCC4)cc3)nc12
    8%	-2%	4%	-4%	-12%	5%	9%	-4%
> CCCCCC(O)c1cccc(OCc2ccc3ccccc3n2)c1 (stereo not given)
    19%	-18%&-6%&2%&-20%	-17%&-4%&4%&-22%	-29%&1%&0%&-1%	0%&0%&-2%	-1%&4%&3%&14%	4%&5%&-1%&-5%	-1%&3%&7%&-5%
> CC1(C)CC(=O)C2=C(C1)OC(N)=C([N+](=O)[O-])C2c1cccs1 (stereo not given)
    2%	-7%	-6%	-4%	-8%	-6%	5%	2%
> CCOC(=O)C1=C(C)OC(N)=C(C#N)C1c1c(C)nn(-c2ccc(C)cc2)c1Cl (stereo not given)
    /	-14%	?	-3%	8%	6%	-7%	5%
> CCC1(CC)C(=O)C(C)(C)C(=O)OC1c1ccccn1 (stereo not given)
    /	5%	-3%	2%	5%	7%	5%	-5%
> CC(Cc1cccs1)NC(=S)Nc1ccc(F)cc1 (stereo not given)
    6%	3%	9%	3%	-2%	2%	2%	3%
> N#C/C(=N\Nc1ccccc1[N+](=O)[O-])C(=N)N1CCCCC1
    ?	-13%	?	-7%	?	3%	-5%	-5%

Some values from the list.
TR SRC2 fluor cs, `CCc1cccc(C)c1NC(=S)NCC(c1cccnc1)N(C)C` (stereo not given) reads -4%
L3MBTL1 inh, `CCOc1ccc(C(=O)C[n+]2ccccc2C)cc1` reads 7%
TR SRC2 fluor cs, `COc1ccc(NC(=O)CN2CCCCC2)c([N+](=O)[O-])c1` reads 1%
